CRFR2-BP antag = antagonists of CRF-BP/CRF-R2 complex, primary screen, cell-based, HEK293, calcium dye fluorescence, uHTS | CRF-induced calcium fluorescence | inhibition, % at 11.8 µM | 0.59% of 350,000 active;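 active = inhibition of the ligand-induced calcium signal above about 50% at the single tested concentration, limit read from the data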
IDE cell activ = human IDE activators in live cells, primary screen, fluorescence polarization, HEK cells, FAbeta-B substrate. Insulin-degrading enzyme (Homo sapiens), P14735. FAbeta-B cleavage; 0% vehicle, 100% cell-free pure enzyme wells. activation, % at 5.96 µM. 0.073% of 340,000 active. AID 493087, 2011;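 active = activation above the mean of all tested compounds plus 3 SD, set per screening campaign, cut at about 17% in these data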
p-CIP stab down = p/CIP-EGFP fusion destabilizers, primary screen, fluorescence, F442A cells | Q05BA5 | 16 h | decrease of EGFP signal, % at 10 µM | 0.01% of 290,000 active;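 active = EGFP signal decrease of at least 30% at 10 µM or well 3 SD below plate mean, unless failing retest; inactive = the rest, including hits failing retest or dose response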; note: some compounds called inactive have numbers as strong as hits; many of its hits are not listed in these tables
IMP-1 inh = IMP-1 metallo-beta-lactamase inhibitors, primary screen, biochemical, epi-absorbance readout, Pseudomonas aeruginosa enzyme; metallo-beta-lactamase IMP-1 (Pseudomonas aeruginosa); purified IMP-1, nitrocefin hydrolysis, epi-absorbance fluorescence; inhibition, % at 5.6 µM; 0.45% of 290,000 active; AID 1556, 2009;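 active = inhibition above the mean plus 3 SD of all compounds in the same screening run, cut at about 4.5% in these data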;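 note: 0% = IMP-1 with DMSO and 100% = DMSO wells lacking enzyme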
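assay system = purified recombinant IMP-1 metallo-beta-lactamase enzyme | schedule = 15 min preincubation plus 25 min reaction at 25 °C | signal = Epi-absorbance fluorescence, 480 nm excitation, 530 nm emission | read-out basis = percent inhibition from optical density relative to buffer-blank wells | controls = IMP-1 with DMSO as 0%, enzyme-free DMSO as 100%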
GalR3 antagonist = GalR3 antagonists in HEK293 cells, primary screen, cell-based, fluorescence readout; Galanin receptor type 3 (Homo sapiens), O60755; HEK293 GalR3-CNG cAMP membrane potential fluorescence; galR3 body fused to GalR1 C-terminus; inhibition, % at 3 µM; 0.44% of 360,000 active;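 active = inhibition above the screen-wide average plus 3 SD, cut at about 13% in these data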;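 note: forskolin and galanin both at EC90 stimulate the cells; cAMP rise reported by CNG channel membrane potential dye signal; 0% = forskolin plus galanin with DMSO and 100% = forskolin alone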
Target sequence (O60755 1-299 limits assumed): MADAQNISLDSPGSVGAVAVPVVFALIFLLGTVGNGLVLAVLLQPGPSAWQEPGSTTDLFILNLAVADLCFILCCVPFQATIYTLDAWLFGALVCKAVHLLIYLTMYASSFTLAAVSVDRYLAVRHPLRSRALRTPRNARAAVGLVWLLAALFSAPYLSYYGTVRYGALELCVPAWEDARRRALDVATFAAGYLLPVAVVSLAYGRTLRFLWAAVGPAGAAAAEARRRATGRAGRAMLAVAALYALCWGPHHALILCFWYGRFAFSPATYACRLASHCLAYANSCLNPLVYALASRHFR
VIM-2 inh = VIM-2 metallo-beta-lactamase inhibitors, primary screen, biochemical, epi-absorbance readout, Pseudomonas aeruginosa enzyme | purified VIM-2, nitrocefin hydrolysis, epi-absorbance fluorescence | inhibition, % at 5.6 µM | 0.89% of 290,000 active | AID 1527, 2009;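 active = inhibition above the mean of all tested compounds plus 3 SD, cutoff set per screening run, cut at about 7.5% in these data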;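 note: red hydrolysis product quenches plate fluorescence so inhibitors raise well fluorescence; 0% = enzyme with DMSO and 100% = DMSO without enzyme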
HCV NS3 hel inh = inhibitors of HCV NS3 helicase, primary screen, biochemical, Cy5 molecular beacon fluorescence; NS3 helicase DNA unwinding; inhibition, % at 10.9 µM; 0.56% of 290,000 active; AID 1800, 2009;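 active = inhibition above the mean of all tested compounds plus 3 SD, set per campaign, cut at about 35% in these data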;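 note: 0% = DMSO wells and 100% = thioflavine S control wells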
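Material: hepatitis C virus NS3 helicase domain fragment enzyme; measured by: Cy5 fluorescence, 0 and 60 min reads; control set: DMSO and thioflavine S; incubation: 60 min unwinding reaction at 25 °C after ATP addition; read-out basis: % inhibition from 60/0 min fluorescence ratio, DMSO 0%, thioflavine S 100%; repeats: singlicate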
UBC9 SUMO inh = inhibitors of in vitro SUMOylation cascade, primary screen, biochemical, HTRF, uHTS; HTRF SUMOylation assay, SAE1/SAE2 + UBC9; inhibition, % at 35 µM; 0.36% of 290,000 active; AID 2006, 2009; in the data active = inhibition above about 50%, passing the limit was not always enough; note: strong numbers were not always called active
Target sequence (P63279 whole entry, looked up): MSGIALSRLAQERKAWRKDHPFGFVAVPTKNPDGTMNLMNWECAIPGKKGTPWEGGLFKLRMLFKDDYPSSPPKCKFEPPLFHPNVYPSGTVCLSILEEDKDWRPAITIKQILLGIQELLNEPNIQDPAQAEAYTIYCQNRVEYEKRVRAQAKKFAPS
IDE inh = human IDE inhibitors in live cells, primary screen, fluorescence polarization, HEK cells, FAbetaB substrate; inhibition, % at 5.59 µM; FAbetaB cleavage; 0.41% of 320,000 active;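 active = percent inhibition above the average of all tested compounds plus 3 SD, set per screening campaign, cut at about 16% in these data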;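 note: IDE supplied by intact live HEK cells; FP after avidin binding of uncleaved biotin substrate so inhibition keeps polarization high; 0% = DMSO wells and 100% = 60 µM reference IDE inhibitor Ii1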
* hit, by the source's call; x = not tested or not shown; & = joins results of further samples.

no.	Structure	CRFR2-BP antag	IDE cell activ	p-CIP stab down	IMP-1 inh	GalR3 antagonist	VIM-2 inh	HCV NS3 hel inh	UBC9 SUMO inh	IDE inh
1	CCCCCCCc1ccc(C2NC(=S)NC3=C2C(=O)c2ccccc23)cc1 (stereo not drawn)	-2	x	-10	-2.6	x	-2.1	5	45	-3
2	Cc1ccc(-c2c[n+](CC(=O)Nc3nc(-c4ccc(F)cc4)cs3)c3n2CCC3)cc1	63*	0	4	-4.0	-6	-6.2	-75	1	10
3	CCC(C)NC(=O)c1cc2cc3ccc(OC)cc3nc2s1 (stereo not drawn)	-29	-6	10	1.0	-3	-3.2	-3	-6	5
4	COc1ccc(CCNC(=O)[C@@H](NC(N)=O)C(C)C)cc1	7	-3	-22	-1.8	-6	-2.3	-6	1	4
5	Cn1ccnc1SCCNC(=O)CCc1nnc(CCc2ccccc2)o1	-10	5	-6	-3.4	-5	-1.4	-5	15	1
6	CN1/C(=C\C(=O)C[n+]2ccc3ccccc3c2)C(C)(C)c2ccccc21	10	x	1	0.9	-8	0.4	-9	7	x
7	CCOc1cccc2sc(N(CCN(CC)CC)C(=O)c3ccc(S(=O)(=O)N4CCCCC4)cc3)nc12	13	-3	-30	-1.6	0	-3.1	-17	0	-2
8	Cc1ccc2[nH]c(=O)c(CN(CC3CCCO3)C(=S)NCc3ccco3)cc2c1 (stereo not drawn)	-35	3	3	-3.6	4	-1.2	-11	-8	-2
9	c1ccc2sc(-c3ccc4c(c3)OCO4)nc2c1	0	-4	-4	-2.0	x	-1.7	4	-22	1
10	CN(C)c1ccc(C2Nc3ccccc3C(=O)N2NS(C)(=O)=O)cc1 (stereo not drawn)	-1	4	-5	-0.6	-5	-0.6	1	1	x
11	CC1S/C(=N/N=C2CCCCC2)NC1=O (stereo not drawn)	10	-8	-9	-3.6	-1	-2.8	3	19	7
12	CCn1c(=O)c(C(=O)NNC(=O)c2cccc(Cl)c2)c(O)c2ccccc21	2	4	3	-2.8	-8	-3.5	-18	18	-6
13	Clc1ccc(CN=C2Nc3ccccc3CS2)cc1	-12	2	2	1.5	-5	-3.1	-28	-38	2
14	CCCCn1c(CCC(=O)O)nc2cc(S(=O)(=O)N3CCCC3)ccc21	-17	4	x	x	-7	x	x	x	0
15	COc1ccc(NC(=O)CN(C)C(=O)c2cccc(S(=O)(=O)N3CC4(C)CC3CC(C)(C)C4)c2)cc1 (stereo not drawn)	-13	1	x	x	-2	x	x	x	2
16	Cn1c(N)c(C(=O)NCc2ccccc2)sc1=S	-1	-4	6	-4.2	-3	-1.6	-21	-5	-8
17	Nc1ccccc1C#Cc1ccc2[nH]ccc2c1	-6	2	x	x	-3	x	x	x	-4
18	CS(=O)(=O)c1ccc(-c2cccc(NC(=O)COc3ccccc3)c2)nn1	-16	4	10	-3.8	-6	-1.1	11	0	12
19	COc1ccc(N(CC(=O)Nc2cc(C)ccc2OC)S(=O)(=O)c2c(C)noc2C)cc1	-7	-1	7	-3.2	-7	-3.8	2	-14	-3
20	Cc1ccc(Oc2nc(CN3CCOCC3)nc3sc4c(c23)CCC(C)C4)cc1 (stereo not drawn)	-36	3	-17	-2.8	-2	-1.6	-6	-2	10
21	CC(O/N=C(\N)c1ccccc1)C(=O)Nc1cccc(C(F)(F)F)c1 (stereo not drawn)	-11	11	x	x	-2	x	x	x	-2
22	CCOC(=O)NC(NCc1cccc(C(F)(F)F)c1)(C(F)(F)F)C(F)(F)F	-6	2	3	-1.3	-4	0.7	-9	-5	-3
23	CC(C)C1=NN(C(=O)c2ccccc2)C(O)(C(C)(C)C)C1 (stereo not drawn)	-24	3	-16	-1.1	-1	0.3	1	-13	2
24	Cn1c(C(C(=O)NCC2CCCO2)N(C(=O)Cn2nnc3ccccc32)C2CCCCC2)nc2ccccc21 (stereo not drawn)	-1	4	9	-3.8	-6	-3.1	-2	7	-4
25	O=C(NCc1ccccc1)C1=C[C@H](C2CC2)C[C@H](OCCCCO)O1	-9	1	-13	-1.1	-3	-3.0	7	0	-1
26	COCCc1nnc(NC(=O)C(C)C)s1	10	3	-10	-3.2	-4	-4.0	7	9	4
27	Cc1nc(CSc2ccccc2)cc(=O)[nH]1	17	0	-6	-6.0	-5	-7.0	-1	17	3
28	COC(=O)/C(=C\Nc1ccccc1N)c1ncc(C(F)(F)F)cc1Cl	-13	0	-5	-0.2	-1	1.7	1	22	-1
29	O=C(O)c1c(Cl)cccc1Cl	32	1	x	x	-5	x	x	x	2
30	CCOC(=O)C1CCN(Cc2c(F)cccc2Cl)CC1	-17	1	-14	-2.1	-7	-0.6	-5	-7	-1
31	COc1ccc(OC)c(C(Nc2ccccc2)P(=O)(OC(C)C)OC(C)C)c1 (stereo not drawn)	-10	x	5	-2.6	1	-3.5	-13	-2	-1
32	COCCn1c(=O)[nH]c2cc(C(=O)Nc3cc(C)cc(C)c3)ccc2c1=O	4	-6	-4	-2.8	-8	-1.6	-5	13	5

Reprinted, entries 31 to 32
no.	Structure	CRFR2-BP antag	IDE cell activ	p-CIP stab down	IMP-1 inh	GalR3 antagonist	VIM-2 inh	HCV NS3 hel inh	UBC9 SUMO inh	IDE inh
31	COc1ccc(OC)c(C(Nc2ccccc2)P(=O)(OC(C)C)OC(C)C)c1 (stereo not drawn)	-10	x	5	-2.6	1	-3.5	-13	-2	-1
32	COCCn1c(=O)[nH]c2cc(C(=O)Nc3cc(C)cc(C)c3)ccc2c1=O	4	-6	-4	-2.8	-8	-1.6	-5	13	5

Next section
no.	Structure	CRFR2-BP antag	IDE cell activ	p-CIP stab down	IMP-1 inh	GalR3 antagonist	VIM-2 inh	HCV NS3 hel inh	UBC9 SUMO inh	IDE inh
33	CC1=C(C#N)C(c2cn(-c3ccccc3)nc2-c2cccs2)C(C#N)=C(C)N1	27	4	0	0.2	-9	-1.2	-16	-1	0
34	CCOc1ccc(CCNC(=O)c2oc3c(c2C)-c2[nH]ncc2CC3)cc1OCC	20	3	-3	-3.5	x	0.0	5	-4	2
35	CC1(C)Cc2c(sc(NC(=O)c3ccco3)c2C#N)C(C)(C)N1	-5	x	-17	x	x	x	x	22	7
36	O=C(CSCc1cc(=O)n2ccsc2n1)Nc1ccccc1	-2	0	-18	0.1	-7	-2.0	0	x	-3
37	CC(C)COC(=O)NC1c2ccccc2Oc2ccccc21	-8	0	-2	-0.5	2	-0.3	-4	12	-4
38	COc1ccc(NC(=O)/C(C#N)=C\c2ccc(OCc3ccc(C(=O)O)cc3)c(OC)c2)cc1	-7	-1	-8	-1.8	-2	0.6	-23	-52	3
39	COc1ccc(C(CNC(=O)c2ccc(S(=O)(=O)N(C)C)cc2)N(C)C)cc1 (stereo not drawn)	-12	1	-10	-2.1	1	-2.2	4	6	2
40	O=C(O)CCCn1cc(NC(=O)COc2cccc(Cl)c2)cn1	7	3	7	-2.1	-1	0.0	-12	12	-1
41	COc1cc(C(=O)NCc2nnc(SCC(=O)NCCc3ccccc3)o2)cc(OC)c1OC	5	3	-12	-2.0	-1	0.2	1	13	-2
42	Cc1ccnc(NC(=O)c2cccc([N+](=O)[O-])c2C)c1	-5	3	-9	-1.7	1	-1.4	-3	4	1
43	COCCn1c(=O)[nH]c2cc(C(=O)N3CCN(c4ccccc4F)CC3)ccc2c1=O	2	0	-7	-4.5	x	-0.1	-1	0	2
44	CCOc1ccc2[nH]c(=O)c(CN(Cc3ccc(C)cc3)C(=O)N3CCCC3)cc2c1	-43	2	-2	-5.9	-3	-1.7	-5	4	1
45	CCCCCCSc1ccc([C@H]2N[C@@](CC(C)C)(C(=O)OC)[C@H]3C(=O)N(C)C(=O)[C@@H]23)cc1	-11	2	x	x	-1	x	x	x	0
46	Cc1nn(CC2CC2)c(=O)n1-c1ccccc1F	8	4	2	-0.2	-1	-3.6	-7	0	1
47	Cc1ccccc1Cn1ccc(-c2ccc(Cl)cc2)c(C#N)c1=O	2	6	-10	1.1	-3	1.2	9	-7	0
48	O=C(NCc1cccnc1)c1cccnc1Sc1ccc(Cl)cc1	-12	-2	-1	-0.6	-4	-0.3	-1	6	2
49	COc1cc(C(=O)NCc2nnc(SCC(=O)N3CCCCC3)o2)cc(OC)c1OC	-36	4	-2	-3.6	-3	-1.6	-3	14	-4
50	CC(C)(C)C1CCc2c(sc(NC(=O)c3ccncc3)c2C(N)=O)C1 (stereo not drawn)	-22	-2	-6	-2.4	5	-4.1	-65	10	3
51	CCOC(=O)C1=C(N2CCCCC2)c2cc3c(n2C1=O)CCCC3	15	1	3	-4.0	-3	0.2	8	4	2
52	CCOC(=O)c1sc(-c2ccc(C(F)(F)F)cc2)nc1O	54*	-4	1	4.9*	-4	-1.1	36	38	4
53	COCCCNC(=O)CCc1ccc(S(=O)(=O)Nc2ccc(C)cc2)cc1	14	4	1	-4.5	3	-3.6	2	5	2
54	CCOC(=O)c1nn(-c2ccc(Cl)cc2)c(=O)c(C#N)c1C	3	4	-4	-0.4	-5	0.0	4	18	-1
55	Cc1ccc(Oc2ccc(C=O)cn2)cc1	-3	6	6	-1.6	-6	-6.3	2	-3	1
56	O=C(Nc1c2c(nn1-c1ccc([N+](=O)[O-])cc1)CS(=O)(=O)C2)c1ccco1	-8	1	3	-4.1	1	-2.6	11	7	6
57	CC(=O)NC1(C(F)(F)F)C(=O)Nc2c1c(=O)[nH]c(=O)n2CCc1ccccc1 (stereo not drawn)	4	3	-14	-2.1	-1	-1.6	15	8	0
58	O=C(CN1C(=O)/C(=C/c2ccccc2)SC1=S)N1CCN(CCc2ccccn2)CC1	-11	0	-8	-0.3	0	1.1	-26	7	2
59	Nc1cc(C(F)(F)F)ccc1OCC1CCCO1 (stereo not drawn)	1	2	-8	-3.8	-9	-3.3	6	3	-3
60	O=C(/C=C/c1ccc(O)c(O)c1)O[C@@H]1C[C@](O)(C(=O)O)C[C@@H](O)[C@H]1O	27&-1	0&-1	x	x	0&-1	x	x	x	5&2
61	C(=N\N1CCN(C2c3ccccc3-c3ccccc32)CC1)/c1cccnc1	-7	-1	-16	-3.5	-3	-2.0	-12	11	2
62	CC(C)(C)c1ccc(NC(=O)COC(=O)CCc2nc3ccccc3c(=O)[nH]2)cc1	9	0	-22	-0.8	3	-0.3	-6	-5	5
63	CC(NC(=O)Nc1ccccc1C(F)(F)F)C1CCCO1 (stereo not drawn)	10	7	-1	-1.4	-6	-2.6	-2	0	0
64	COC(=O)c1ccccc1OCC(=O)N1CCN(c2ccc(OC)cc2)CC1	-4	3	3	-2.2	-6	-2.7	-5	-13	1
65	Cc1nc2c3ccccc3nc(NNC(=O)CCC(=O)NCCC(C)C)n2n1	20	-2	-10	-3.8	-1	-3.2	-18	3	-2

From PubChem BioAssay
